Screening results: PubChem, several laboratories
SR-BI DiI inh – mouse SR-BI HDL lipid transfer inhibition; ldlA[mSR-BI] CHO cells, DiI-HDL uptake fluorescence, 3 h; 320,000 compounds, 0.96% hits; inhibition, % at 12.5 µM; Q61009;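 active = mean replicate inhibition of at least 70% and a set share of replicates each scoring 70 or more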;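 note: 0% = median of neutral control wells and 100% = median of positive control wells; values of inactives mirror those of a sister screen read the other way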
Target sequence (Q61009 whole entry, looked up): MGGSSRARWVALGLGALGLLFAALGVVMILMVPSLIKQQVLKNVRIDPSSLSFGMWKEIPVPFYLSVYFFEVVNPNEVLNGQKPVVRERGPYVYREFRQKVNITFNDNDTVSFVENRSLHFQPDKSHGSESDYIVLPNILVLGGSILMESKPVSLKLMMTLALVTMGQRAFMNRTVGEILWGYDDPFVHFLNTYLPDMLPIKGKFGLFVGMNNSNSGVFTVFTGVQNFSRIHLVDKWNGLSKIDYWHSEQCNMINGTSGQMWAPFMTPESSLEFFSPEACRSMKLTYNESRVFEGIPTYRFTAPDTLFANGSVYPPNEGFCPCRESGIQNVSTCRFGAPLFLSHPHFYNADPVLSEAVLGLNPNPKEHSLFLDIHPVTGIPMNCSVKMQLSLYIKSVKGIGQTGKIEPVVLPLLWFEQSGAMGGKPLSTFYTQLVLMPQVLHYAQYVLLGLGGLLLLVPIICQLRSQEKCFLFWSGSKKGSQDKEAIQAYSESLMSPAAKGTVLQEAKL
SR-BI DiI-HDL act – enhances SR-BI lipid uptake from DiI-HDL; CHO ldlA[mSR-BI] cells, DiI-HDL uptake fluorescence, 3 h; 100 = double the neutral-control signal; activation, % at 12.5 µM; 320,000 compounds, 0.096% hits;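 active = mean replicate activation of at least 60% and every replicate at or above 60%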;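 note: 0% = median plate neutral-control signal and 100% = twice that signal; values of inactives mirror those of a sister screen read the other way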
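Material: SR-BI-overexpressing, LDLR-lacking CHO cells; schedule: compound exposure 3 h, 37 °C; reagent: DiI-labelled HDL at 10 µg/mL final; technique: bottom-read fluorescence, 550/595 nm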
Wnt act – activators of Wnt/beta-catenin signaling. AID 743398. 300,000 compounds, 1.2% hits. Wnt/beta-catenin reporter cell assay, activator, plate reader. activation, % at 9.35 µM; in the data active = activation above about 30%, passing the limit was not always enough;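 note: 0% = neutral control wells and 100% = positive control wells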
MITF act – MITF TRPM1 promoter activation in melanoma cells | AID 588334 | activation, % at 12.5 µM | SK-MEL-5 TRPM1-promoter luciferase, 24 h; % of positive control, neutral wells = 0 | 300,000 compounds, 0.75% hits;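 active = mean activation of at least 80% with every replicate also reaching 80%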;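 note: 0% = neutral control wells and 100% = parthenolide positive control wells; values of inactives mirror those of a sister screen read the other way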
Tat export inh – blocks Tat-dependent protein export in E. coli; 340,000 compounds, 0.036% hits; inhibition, % at 10 µM; AID 488895; E. coli MC4100 TorA-mCherry Tat export, fluorescence;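 active = mean replicate inhibition at least 50% and at least half of replicates individually reaching 50%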;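 note: exported cargo escapes ClpAP degradation while cytoplasmic cargo is degraded and loses fluorescence; 0% = median of neutral control wells and 100% = median of NaSCN control wells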
phage Ecoli inh – E. coli growth loss with phage present; 360,000 compounds, 0.26% hits; growth absorbance; inhibition, % at 11.9 µM; in the data active = inhibition above about 11%
CAL PDZ FP-1 – blocks peptide binding to human CAL PDZ domain; purified CAL PDZ, TMR-peptide fluorescence polarization, 1 h; inhibition, % at 20 µM; 330,000 compounds, 0.02% hits; AID 504414;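 active = highest replicate inhibition of at least 40%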;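 note: plate controls were DMSO neutral control wells for no effect and unlabeled competitor peptide control wells for full effect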
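material = purified tagged CAL PDZ domain construct (CerCALP) | compound dosing = 20 µM, one dose | times = 1 h at RT | measured by = fluorescence polarization from S- and P-plane intensities, G-factor corrected | read-out = inhibition from polarization loss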
AddAB inh – less growth of phage-infected E. coli with AddAB; E. coli expressing H. pylori AddAB, absorbance growth; inhibition, % at 11.9 µM; 330,000 compounds, 0.29% hits; AID 435030; in the data active = inhibition above about 12%;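 note: 0% = vehicle wells of infected cells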
E coli growth – bacterial growth inhibition, counter-screen for AddAB inhibitors. 330,000 compounds, 0.27% hits. inhibition, % at 11.9 µM. E. coli V3065 growth, OD600 absorbance, 18 h;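 active = inhibition above the campaign's mean inhibition across all tested compounds plus 3 SD, cut at about 9.9% in these data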;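 note: uninfected addAB+ strain grown without phage in ampicillin broth; 0% = DMSO wells and 100% = ciprofloxacin 0.95 µg/ml wells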
CAL PDZ FP-2 – blocks peptide binding to the human CAL PDZ domain. 300,000 compounds, 0.92% hits. Q9HD26. AID 602252. inhibition, % at 24.9 µM. purified CAL PDZ, TMR-peptide fluorescence polarization, 1 h;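 active = mean inhibition of at least 30% with at least half of replicates also reaching 30%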;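 note: 0% = DMSO neutral control and 100% = excess unlabeled competitor peptide PRC23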
Active calls of the source: *; nt = no result given. Rows are unselected; any-hit rate near 3.6%.

SMILES	SR-BI DiI inh	SR-BI DiI-HDL act	Wnt act	MITF act	Tat export inh	phage Ecoli inh	CAL PDZ FP-1	AddAB inh	E coli growth	CAL PDZ FP-2
COc1ccc(C2NC(=O)NC3=C2CCc2ccccc23)cc1 (centres undefined)	-8	8	nt	-8	-5	nt	-1.5	1.7	-0.9	-4
CC1CN(CCC(=O)Nc2ccccc2F)CC(C)O1 (centres undefined)	-10	10	0	0	7	0.7	-0.2	-0.8	0.2	nt
Cc1cc(NC(=O)CSc2nnc3ccccn23)no1	-12	12	0	7	-2	4.9	-0.7	2.8	0.6	78*
CCc1ccc(-c2cc(C)no2)cc1S(=O)(=O)N1CCN(c2cc(C)ccc2C)CC1	41	-41	-2	2	-9	0.2	-0.2	-0.4	-2.3	-7
Cc1ccccc1N1CCN(C2CCCN(C(=O)CN3CCCC3=O)C2)CC1 (centres undefined)	17	nt	2	-5	-4	1.4	-2.5	1.9	1.2	-3
CC(=O)NCCC(=O)Nc1nc2c(ccc3ccccc32)s1	16	-16	4	23	-5	-0.2	-3.0	1.2	0.8	-2
C1=C(c2cccc3ccccc23)N2CCN=C2S1	-22	22	nt	-21	-1	2.9	-1.1	3.9	0.5	-3
Cc1ccccc1NC(=O)c1cccc(S(=O)(=O)Oc2ccc([N+](=O)[O-])cc2)c1	15	-15	nt	6	-4	2.5	-9.4	1.6	0.9	-2
CCCN(CCC)C(=O)CC(c1ccccc1)c1ccco1 (centres undefined)	14	-14	3	nt	2	3.5	-8.8	2.6	1.7	nt
CC(=O)N1CCN(S(=O)(=O)c2cccc(C(=O)NCCc3ccc(Cl)cc3)c2)CC1	14	-14	-3	6	2	-1.6	-0.7	1.2	-0.6	-1
CN(Cc1ccco1)C(=O)C1CCCN(c2ncnc3c2nc2n3CCCCC2)C1 (centres undefined)	-41	41	-3	-8	4	2.1	-2.6	0.7	-1.9	-3
Cc1ccc(CC(=O)O/N=C(\N)c2cccc([N+](=O)[O-])c2)cc1	-26	26	4	-5	-5	3.2	-1.8	-1.4	-0.8	-1
C/C(=N/NS(=O)(=O)c1ccc(F)cc1)c1ccc(NC(=O)c2ccc(C)o2)cc1	0	0	nt	24	1	0.5	-0.3	1.6	0.8	0
CC(C)c1ccc2oc(=O)cc(CN3CCOCC3)c2c1	-7	7	-1	2	16	-1.8	-3.1	0.4	-0.2	0
CCN(CC)CCCn1c2c(c(SCC(=O)Nc3cccc(C(C)=O)c3)nc1=O)CCC2	6	-6	-2	4	-6	3.3	-3.7	1.0	-1.7	-2

Some of the entries so far, with two lines to a compound:
Order of results: SR-BI DiI inh | SR-BI DiI-HDL act | Wnt act | MITF act | Tat export inh | phage Ecoli inh | CAL PDZ FP-1 | AddAB inh | E coli growth | CAL PDZ FP-2
Cc1ccccc1NC(=O)c1cccc(S(=O)(=O)Oc2ccc([N+](=O)[O-])cc2)c1
    15 | -15 | nt | 6 | -4 | 2.5 | -9.4 | 1.6 | 0.9 | -2
CCCN(CCC)C(=O)CC(c1ccccc1)c1ccco1 (centres undefined)
    14 | -14 | 3 | nt | 2 | 3.5 | -8.8 | 2.6 | 1.7 | nt

Next section:
SMILES	SR-BI DiI inh	SR-BI DiI-HDL act	Wnt act	MITF act	Tat export inh	phage Ecoli inh	CAL PDZ FP-1	AddAB inh	E coli growth	CAL PDZ FP-2
Cn1c(CNC(=O)CCNC(=O)c2cccc(Br)c2)cc(=O)n(C)c1=O	8	-8	1	0	-2	1.3	-1.6	4.7	0.2	0
Cc1ccc(S(=O)(=O)N2CCCCC2CCNC(=O)C(=O)NC2CCCC2)cc1 (centres undefined)	20	-20	-2	0	-5	1.8	-0.8	1.2	1.6	-5
Cc1onc(-c2c(F)cccc2Cl)c1C(=O)c1ccc(F)cc1	nt	nt	-1	nt	nt	0.2	nt	2.0	-0.2	nt
O=C(O)COc1ccccc1O	1	-1	nt	nt	-4	1.2	-4.7	2.1	0.9	-6
Cc1ccccc1NC(=O)C1c2cccc[n+]2CC(=O)N1c1c(C)cccc1C (centres undefined)	6	-6	2	-13	-1	-1.9	-0.2	3.6	-3.3	-8
Cc1ccc(C)c(N2CCN(C(=O)CCc3nc(-c4ccccc4)no3)CC2)c1	-16	16	7	5	14	0.6	-0.8	0.7	0.4	-3
CC[C@]12c3[nH]c4ccc(OC)cc4c3CCN1C(=O)C(CC(=O)NCCC1=CCCCC1)C[C@@H]2C(=O)N1CCN(C(=O)C2CC2)CC1 (some centres undefined)	25	-25	-2	-5	-4	2.6	-0.4	0.2	-0.5	-3
CC[C@@H](Nc1ncnc2c1oc1ccccc12)C(=O)O	-11	11	3	-3	1	2.5	1.4	1.8	0.1	1
O=C(C[C@H]1C/C=C\C[C@H](NC(=O)OCC2c3ccccc3-c3ccccc32)C(=O)OC[C@@H]2CCCN2C1=O)N[C@H](CO)Cc1ccccc1	-15	15	nt	5	11	nt	0.5	1.7	-0.5	-3
Cc1nc2ccccc2[nH]c1=O	nt	nt	-4	0	-5	-0.1	-1.4	1.0	-1.8	-1
CCOc1cc(CNc2ccc(N(C)C)cc2)cc(Br)c1OCC(=O)NC(C)(C)C	-26	26	nt	-6	9	0.1	-0.8	1.2	-0.8	-4
CC(=O)Nc1ccc(NC(=O)COC(=O)c2c3c(nc4ccccc24)CCN(Cc2ccccc2)C3)cc1	19	-19	-3	4	-1	2.4	-3.6	2.5	-1.6	-3
O=C(CNC(=O)c1ccc(Br)o1)Nc1cccc(-c2cnc3ccccc3n2)c1	24	-24	nt	-36	0	-1.0	0.0	-1.6	1.5	0
C=CCNC(=S)Nc1ccccc1	-23	23	1	-14	8	1.9	-2.5	1.4	0.9	0
Cn1cc(/C=N/n2cnc3scc(-c4ccc(Cl)cc4)c3c2=O)c2ccccc21	68	-68	-13	-29	0	1.9	0.4	1.0	-2.5	-3
COc1ccc(Nc2ncc(C(=O)N3CCN(Cc4ccccc4)CC3)c3ccccc23)cc1	25	-25	-2	nt	-1	2.2	-1.8	-0.2	-3.1	-1
CS(=O)(=O)c1cccc(-c2nnc(NC(=O)C3=COCCO3)o2)c1	38	-38	0	-11	-6	2.2	-0.3	0.8	-0.5	nt
CN1CCN(C(=O)C2CCN(S(=O)(=O)c3cnc[nH]3)CC2)CC1	50	-50	nt	0	-10	0.5	-0.5	-2.2	-0.4	-1
C=CCSC1=C(C#N)C(c2ccccc2C)CC(=O)N1 (centres undefined)	10	-10	nt	-3	-3	3.4	-1.2	2.9	-0.3	-2
c1ccc(N2CCN(c3nc4ccccc4n4cnnc34)CC2)cc1	30	-30	-2	18	1	1.9	-0.2	3.7	3.1	nt
COc1c(C)cccc1C(=O)NCCCNC(=O)c1ccc(C)nc1	nt	nt	1	-5	0	-1.8	-3.4	2.5	-2.5	nt
CC(C)(C)NC(=O)CCN(/N=C/c1ccncc1)C1=NS(=O)(=O)c2ccccc21	15	-15	0	7	-10	2.8	-2.1	0.3	1.0	-4
CCCc1c(C(=O)O)cnn1-c1ccc(Cl)cc1	nt	nt	-2	-5	-7	1.5	0.0	1.5	1.0	-4
Nc1ncnc(N2CCOCC2)c1N	4	-4	-1	-3	0	2.6	-1.0	0.1	0.4	28
NC(=O)c1ccc(NC(=O)COc2cccc3ccccc23)cc1	-4	4	-1	-5	-4	-0.1	-0.4	0.0	-1.0	-6
NC(=S)N/N=C/c1ccccc1O	nt	nt	-2	2	3	2.0	-1.2	2.6	1.6	-1
CCn1c(Cc2ccccc2)nnc1SCC(=O)NC1CC1	-6	6	3	nt	-5	4.1	-0.6	2.0	-1.5	nt
CSc1ccc(CN(C)C(=O)C(Cc2ccccc2)NC(=O)c2ccccc2)cc1 (centres undefined)	-14	14	-3	1	11	1.8	-3.9	-0.4	-0.6	5
CCc1cc(=O)[nH]c(SC/C=C/c2ccccc2)n1	-2	2	nt	0	7	nt	-0.4	-0.8	0.2	nt
COC(=O)[C@]1(C)N[C@H](CN(C)S(=O)(=O)c2ccc(C(F)(F)F)cc2)[C@@H]2C(=O)N(C)C(=O)[C@@H]21	-15	15	-1	-5	-2	1.5	-3.9	0.3	2.5	-1
COCC1CCN(Cc2c(C(=O)N3CCc4ccccc4C3)nc3ccc(Cl)cn23)C1 (centres undefined)	-21	21	2	5	10	-0.4	-1.4	nt	nt	1
CCOC(=O)c1nn(-c2ccccc2F)c2nc(-c3ccco3)c(C#N)c(=O)n12	-21	21	-2	-9	1	2.5	-1.0	-1.4	-0.5	1
CCC(Sc1nc2ccccc2c(=O)[nH]1)C(=O)Nc1ccc(C(C)=O)cc1 (centres undefined)	6	-6	7	51	-12	5.0	-1.1	2.2	1.1	-2
CNC(=O)c1[nH]nc2c1CCc1cc(OC)ccc1-2	24	-24	3	54	-13	0.6	-1.5	-0.2	0.2	-9
O=C(CSc1nc2ccccc2o1)N1CCOCC1	-22	22	0	-2	-1	1.5	0.4	2.6	0.3	nt
COc1ccccc1NC=C1C(=O)OC(C)(C)OC1=O	-19	19	nt	22	-2	3.2	-0.2	0.1	1.4	0
CCN(c1ccc2c(c1)OCO2)S(=O)(=O)c1cc2c(cc1Br)CCN2C(=O)C1CC1	13	-13	-3	5	8	1.5	-1.0	nt	nt	-7
O=C(CSc1nnc(-c2cccs2)o1)OC1CCCCC1	1	-1	-3	0	2	2.6	-2.8	-3.6	-3.2	-1
CC1CCCCC12NC(=O)N(CC(=O)NCCc1ccc(F)cc1)C2=O (centres undefined)	-14	14	0	5	10	1.9	0.6	2.3	-1.8	-4
CC(Nc1ccc(S(=O)(=O)N2CCN(C)CC2)cc1[N+](=O)[O-])c1ccccc1 (centres undefined)	12	-12	-3	-5	-1	-0.4	-0.2	nt	nt	nt
O=C(COC(=O)c1cc(Cl)ccc1O)NCC1CCCO1 (centres undefined)	5	-5	0	3	6	2.2	-0.5	-0.2	0.3	-1
CCCCC(CC)COC(=O)C(C#N)=C(c1ccccc1)c1ccccc1 (centres undefined)	24	-24	-10	-6	-7	5.6	-0.2	3.4	-0.5	-2
CN(CC(=O)Nc1cccc(F)c1)C(=O)C1CCN(C(=O)c2ccc(Cl)cc2)CC1	18	-18	2	-6	-1	0.8	0.5	-0.5	-1.6	nt
COc1cc(S(=O)(=O)n2ccc(C)n2)ccc1Cl	-14	14	-1	nt	-2	-0.2	-0.1	2.2	2.3	2
O=S(=O)(NCC(c1ccccc1)N1CCNCC1)c1ccc(Cl)cc1 (centres undefined)	4	-4	-5	-2	-1	2.7	-1.1	-1.7	-3.1	nt
Cc1ccccc1Cn1cc(NC(=O)CSc2nc3c(c(C(F)(F)F)n2)CCc2ccccc2-3)cn1	-17	17	nt	-11	-4	3.9	nt	-1.7	-1.1	-2
C[N+](C)(C)c1ccc(/C=N/Nc2nc(Cl)c(C#N)c(Cl)c2Cl)cc1	17	-17	0	-12	-1	0.4	-2.1	2.3	-3.0	-4
CCN(CC)CCNC(=O)Cc1c(C(=O)O)n(C)c2ccccc12	2	-2	nt	-9	9	0.9	0.5	0.1	-0.4	-2
O=C(Cn1c2ccc(F)cc2c2nc3n(c(=O)c21)CCS3)NC1CCCC1	nt	nt	1	-7	-5	-3.0	-1.3	-1.5	-2.6	-5
